Screens (PubChem BioAssay)
APP 5'UTR act = activators of APP 5'UTR luciferase reporter, primary screen, SH-SY5Y cells; activation, % at 2 µM; SH-SY5Y APP 5'UTR luciferase reporter, luminescence; zero percent = DMSO vehicle wells; hit rate 1% among 190,000; AID 1276, 2008;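 active = activation above a set limit, based on mean plus 3 SD of controls, cut at about 140% in these data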; also: values of inactives mirror those of a sister screen read the other way
FLuc inh counter = firefly luciferase enzyme inhibitors, primary screen, artefact control for luciferase-based inhibitor screens, biochemical, luminescence, ATPLite; Luciferin 4-monooxygenase (Photinus pyralis), P08659; 10 min; inhibition, % at 10 µM; hit rate 1.5% among 200,000; AID 1006, 2008;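 active = inhibition above about 50% when tested at 10 µM, limit read from the data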
Target sequence (P08659 whole entry, looked up): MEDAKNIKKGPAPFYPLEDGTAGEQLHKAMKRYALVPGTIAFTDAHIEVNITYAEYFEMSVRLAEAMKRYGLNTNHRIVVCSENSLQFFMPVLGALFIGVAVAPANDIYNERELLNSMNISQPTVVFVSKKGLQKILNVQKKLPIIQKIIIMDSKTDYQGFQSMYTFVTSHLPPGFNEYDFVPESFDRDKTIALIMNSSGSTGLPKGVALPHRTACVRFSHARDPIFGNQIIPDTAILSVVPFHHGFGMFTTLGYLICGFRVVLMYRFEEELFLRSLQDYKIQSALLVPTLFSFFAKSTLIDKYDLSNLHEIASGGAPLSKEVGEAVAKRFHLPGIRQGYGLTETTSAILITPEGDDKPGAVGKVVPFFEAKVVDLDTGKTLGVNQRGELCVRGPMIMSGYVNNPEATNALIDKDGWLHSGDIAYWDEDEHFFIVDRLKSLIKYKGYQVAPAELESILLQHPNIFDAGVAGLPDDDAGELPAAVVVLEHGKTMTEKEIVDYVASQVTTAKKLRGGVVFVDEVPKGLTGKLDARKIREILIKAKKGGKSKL
Diaphorase act = compounds boosting diaphorase resazurin reduction – biochemical, uHTS, resorufin fluorescence, counter-screen for diaphorase-coupled primary assays, primary screen. Diaphorase/resazurin coupled assay, 16 min; stronger effect = higher value; 1 = vehicle wells, 0 = NADH-free wells. activation factor at 20 µM. hit rate 0.005% among 190,000;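 active = diaphorase activity raised at least twofold by the compound at 20 µM; inactive = activation factor below 2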
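System – purified diaphorase enzyme from Clostridium kluyveri · Input – enzyme 0.07 U/mL final · Also added – final NADH 0.114 mM, resazurin 0.1 mM · Measured by – fluorescence of resorufin, 544 nm excitation, 590 nm emission · Timing – 16 min enzyme reaction, ambient temperature · Measure – resorufin increase flagging diaphorase activators or reducers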
Diaphorase inh = diaphorase inhibitors and chemical oxidizers, primary screen, counter-screen for diaphorase-coupled primary assays, biochemical, uHTS, resorufin fluorescence; diaphorase resazurin-to-resorufin fluorescence, NADH, 16 min; bacterial (C. kluyveri) enzyme, not human; inhibition, % at 20 µM; hit rate 0.69% among 190,000; AID 1217, 2008;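 active = primary screen inhibition at 20 µM above a set limit, cut at about 50% in these data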;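 also: plate controls were DMSO with full reaction for no effect and wells lacking NADH for full effect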
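controls = No-NADH positive control and DMSO neutral control | system = Clostridium kluyveri diaphorase enzyme | timing = reaction incubation of 16 min at room temperature | signal = resorufin fluorescence 544/590 nm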
G6PDH counter = L. mesenteroides G6PDH inhibitors, counter-screen for G6PDH-coupled screening assays, biochemical, Leuconostoc mesenteroides enzyme | glucose-6-phosphate dehydrogenase [Leuconostoc mesenteroides] | AID 1020, 2008 | hit rate 0.12% among 200,000 | inhibition, % at 5 µM | Purified L. mesenteroides G6PDH, diaphorase/resazurin coupled fluorescence, 45 min; in the data active = inhibition above about 50%
TLR4-MyD88 BLA = inhibitors of TLR4-MyD88 association in cells, primary screen, cell-based, HeLa CL3-4, BLA complementation, FRET ratio; Toll-like receptor 4 (Homo sapiens) + Myeloid differentiation primary response protein …; HeLa CL3-4 TLR4/MyD88 BLA complementation; inhibition, % at 8.4 µM; hit rate 0.18% among 200,000; AID 861, 2007; in the data active = inhibition above about 25%;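 also: 0% = vehicle and 100% = reference inhibitor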
FLuc stim CS = FLuc activators, initial screening, artefact control for FLuc-dependent activation tests, biochemical, ATPlite luminescence. Luciferin 4-monooxygenase (Photinus pyralis), P08659. ATPlite luciferase biochemical, 10 min; 0 = ATP-free wells, 1 = DMSO control. activation factor at 10 µM. 200,000 tested, under 10 active;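 active = luciferase activation factor, scaled between plate controls, of at least 2 with compound at 10 µM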
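Assay system: Luciferase/luciferin detection reagent, cell-free biochemical luciferase assay / Also added: ATP substrate / Schedule: 10 min at ambient temperature / Measured by: luminescence measurement of luciferase light output / Benchmarks: low control with PBS replacing ATP, high control enzyme plus ATP without compound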
NF-kB expr up = activators of NF-kB expression in neurons, primary screen, cell-based, HTS; AID 1239, 2008; fold change at 12.5 µM; hit rate 1.6% among 190,000; human neuronal cells, NF-kB reporter expression; stronger effect = higher value; in the data active = fold change above about 3.3
APP transl inh = inhibitors of APP translation via 5'UTR reporter, primary screen, APP 5'UTR luciferase, SH-SY5Y cells | inhibition, % at 2 µM | hit rate 0.82% among 190,000 | AID 1285, 2008 | SH-SY5Y APP 5'UTR-luciferase reporter, luminescence;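 active = inhibition above a set limit, derived from the sample mean plus 3 SD, cut at about 45% in these data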; also: values of inactives mirror those of a sister screen read the other way
STAT1 act = STAT1 signaling activators, primary screen, cell-based, HTS, luciferase reporter; hit rate 2.6% among 200,000; NIH 3T3 STAT1-luciferase reporter, IFN-gamma, luminescence; 100% = IFN-gamma alone, no compound; activation (% of control), % at 5.5 µM;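 active = activation above the screen-wide mean activation plus 3 SD, cut at about 130% in these data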;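 also: raw ratio to IFN-gamma control signal so 100% means no change and 0% no light; values of inactives mirror those of a sister screen read the other way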
* = called active by the depositor. Not a hit list; any-hit rate near 5.6%.

The opening two entries, ahead of the listing:
Screening O=c1c(Oc2ccccc2F)coc2cc(OCc3cnn(-c4ccccc4)c3)ccc12 returned APP 5'UTR act -10, FLuc inh counter -6, Diaphorase act 0.9, Diaphorase inh 14, G6PDH counter -16, TLR4-MyD88 BLA 1, FLuc stim CS 1.1, NF-kB expr up 1.2, APP transl inh 10 and STAT1 act 98.
For CC1(C)OC(=O)C(=CNC(Cc2c[nH]c3ccccc23)C(=O)O)C(=O)O1 (stereo not drawn) the results were APP 5'UTR act 10, FLuc inh counter -3, Diaphorase act 0.9, Diaphorase inh 14, G6PDH counter 4, TLR4-MyD88 BLA 3, FLuc stim CS 1, NF-kB expr up 1.1, APP transl inh -10 and STAT1 act 99.

The listing (from the top)
Screening O=c1c(Oc2ccccc2F)coc2cc(OCc3cnn(-c4ccccc4)c3)ccc12 returned APP 5'UTR act -10, FLuc inh counter -6, Diaphorase act 0.9, Diaphorase inh 14, G6PDH counter -16, TLR4-MyD88 BLA 1, FLuc stim CS 1.1, NF-kB expr up 1.2, APP transl inh 10 and STAT1 act 98.
For CC1(C)OC(=O)C(=CNC(Cc2c[nH]c3ccccc23)C(=O)O)C(=O)O1 (stereo not drawn) the results were APP 5'UTR act 10, FLuc inh counter -3, Diaphorase act 0.9, Diaphorase inh 14, G6PDH counter 4, TLR4-MyD88 BLA 3, FLuc stim CS 1, NF-kB expr up 1.1, APP transl inh -10 and STAT1 act 99.
For O=C(O)c1nn2cc(CCO)cnc2c1Cl the results were APP 5'UTR act 12, FLuc inh counter -4, G6PDH counter 12, TLR4-MyD88 BLA 5, FLuc stim CS 1, NF-kB expr up 1.2, APP transl inh -12 and STAT1 act 103.
O=S(=O)(c1ccccc1)N1CCN(c2nc(-c3cccs3)nc3ccccc23)CC1 was read as APP 5'UTR act 3, FLuc inh counter -3, Diaphorase act 0.8, Diaphorase inh 22, G6PDH counter 5, TLR4-MyD88 BLA -8, FLuc stim CS 1, NF-kB expr up 0.61, APP transl inh -3 and STAT1 act 94.
For CN(C1CCCCC1)S(=O)(=O)c1ccc2c(c1)c(=O)c(C(=O)NCCN1CCCC1)cn2C the results were FLuc inh counter -10, Diaphorase act 1.1, Diaphorase inh -10, G6PDH counter 6, TLR4-MyD88 BLA -5, FLuc stim CS 1.1, NF-kB expr up 0.97 and STAT1 act 97.
`Cc1sc2ncnc(NCc3cccnc3)c2c1C` gave APP 5'UTR act 8, FLuc inh counter -1, Diaphorase act 1, Diaphorase inh 2, G6PDH counter 7, TLR4-MyD88 BLA -11, FLuc stim CS 1, NF-kB expr up 0.97, APP transl inh -8 and STAT1 act 85.
For CC(CS(=O)(=O)c1ccc2ccccc2c1)N1CCN(C2CCCCC2)CC1 (stereo not drawn) the results were APP 5'UTR act 3, TLR4-MyD88 BLA -5, APP transl inh -3 and STAT1 act 102.
`O=c1c(Cl)c(NCc2ccc(F)cc2)cnn1C12CC3CC(CC(C3)C1)C2` gave APP 5'UTR act 9, FLuc inh counter 1, Diaphorase act 0.9, Diaphorase inh 8, G6PDH counter 22, TLR4-MyD88 BLA 1, FLuc stim CS 1, NF-kB expr up 0.81, APP transl inh -9 and STAT1 act 102.
`COc1ccccc1C(=O)Oc1ccc(C(C)C)cc1` gave APP 5'UTR act 26, FLuc inh counter 16, Diaphorase act 0.8, Diaphorase inh 19, G6PDH counter -6, TLR4-MyD88 BLA -16, FLuc stim CS 0.8, NF-kB expr up 1.1, APP transl inh -26 and STAT1 act 100.
Screening O=C(O)CCC(=O)N1N=C(c2c(-c3ccccc3)c3cc(Cl)ccc3[nH]c2=O)CC1c1ccccc1 (stereo not drawn) returned APP 5'UTR act -3, FLuc inh counter -5, Diaphorase act 1, Diaphorase inh 5, G6PDH counter 4, TLR4-MyD88 BLA 0, FLuc stim CS 1.1, NF-kB expr up 1, APP transl inh 3 and STAT1 act 102.
For O=C(O)c1nccnc1C(=O)NCCc1c[nH]c2ccccc12 the results were APP 5'UTR act 0, FLuc inh counter -3, Diaphorase act 1, Diaphorase inh 0, G6PDH counter 6, TLR4-MyD88 BLA -9, FLuc stim CS 1, NF-kB expr up 1.2, APP transl inh 0 and STAT1 act 93.
Screening COc1ccc(N/N=C(/C)c2cnnc(-c3ccccc3)n2)cc1 returned APP 5'UTR act 11, FLuc inh counter -8, Diaphorase act 1, Diaphorase inh 0, G6PDH counter 1, TLR4-MyD88 BLA -1, FLuc stim CS 1.1, NF-kB expr up 1.1, APP transl inh -11 and STAT1 act 103.
`COCCCNC(=O)c1ccccc1Oc1ccccc1` gave APP 5'UTR act -7, FLuc inh counter -6, Diaphorase act 0.9, Diaphorase inh 5, G6PDH counter 3, TLR4-MyD88 BLA -5, FLuc stim CS 1.1, NF-kB expr up 1.1, APP transl inh 7 and STAT1 act 104.
`Cc1cccc(-n2c(Cc3ccccc3)n[nH]c2=S)c1` gave APP 5'UTR act 2, FLuc inh counter 10, G6PDH counter 4, TLR4-MyD88 BLA -10, FLuc stim CS 0.9, NF-kB expr up 1.1, APP transl inh -2 and STAT1 act 109.
`Cc1nc(SCc2c(F)cccc2Cl)n[nH]1` gave APP 5'UTR act 23, FLuc inh counter -4, Diaphorase act 0.9, Diaphorase inh 13, G6PDH counter 4, TLR4-MyD88 BLA -3, FLuc stim CS 1, NF-kB expr up 0.97, APP transl inh -23 and STAT1 act 108.
CCN(CC)c1ccc(/C=C/C(=O)c2cccnc2)cc1 was read as APP 5'UTR act 33, FLuc inh counter -3, Diaphorase act 0.8, Diaphorase inh 17, G6PDH counter 8, TLR4-MyD88 BLA -15, FLuc stim CS 1, NF-kB expr up 1.1, APP transl inh -33 and STAT1 act 99.
`CN(C)/N=C/c1c(O)ccc2ccccc12` gave APP 5'UTR act 1, FLuc inh counter -3, Diaphorase act 0.7, Diaphorase inh 29, G6PDH counter 13, TLR4-MyD88 BLA -9, FLuc stim CS 1, NF-kB expr up 1.2, APP transl inh -1 and STAT1 act 101.
For O=C(CCNC(=O)c1ccccc1Cl)Nc1ccc2c(c1)OCO2 the results were APP 5'UTR act 5, FLuc inh counter 2, Diaphorase act 1.1, Diaphorase inh -6, G6PDH counter 6, TLR4-MyD88 BLA -11, FLuc stim CS 1, NF-kB expr up 1.5, APP transl inh -5 and STAT1 act 105.
CC(C)NS(=O)(=O)c1cccc2nsnc12 was read as APP 5'UTR act 1, FLuc inh counter -6, Diaphorase act 1, Diaphorase inh 0, G6PDH counter 4, TLR4-MyD88 BLA -17, FLuc stim CS 1.1, NF-kB expr up 0.94, APP transl inh -1 and STAT1 act 103.
Screening CC(=O)N1CCN(c2ccc(NCc3ccc(C(C)C)cc3)cc2)CC1 returned APP 5'UTR act 15, FLuc inh counter -5, Diaphorase act 0.8, Diaphorase inh 23, G6PDH counter 0, TLR4-MyD88 BLA 6, FLuc stim CS 1, NF-kB expr up 0.92, APP transl inh -15 and STAT1 act 94.
`CCn1c(-c2ccc(Cl)cc2)n[nH]c1=S` gave APP 5'UTR act 0, FLuc inh counter -7, Diaphorase act 0.8, Diaphorase inh 17, G6PDH counter -5, TLR4-MyD88 BLA 11, FLuc stim CS 1.1, NF-kB expr up 1.1, APP transl inh 0 and STAT1 act 98.
For COc1ccc(C)cc1S(=O)(=O)Nc1ccncc1 the results were APP 5'UTR act -5, FLuc inh counter -8, Diaphorase act 1, Diaphorase inh 1, G6PDH counter 5, TLR4-MyD88 BLA -11, FLuc stim CS 1.1, NF-kB expr up 1.1, APP transl inh 5 and STAT1 act 101.
For CCSC1=C(C#N)C(c2ccc(Cl)cc2)C2=C(CCCC2=O)N1 (stereo not drawn) the results were APP 5'UTR act 9, FLuc inh counter -3, Diaphorase act 0.8, Diaphorase inh 24, G6PDH counter 2, TLR4-MyD88 BLA 5, FLuc stim CS 1, NF-kB expr up 0.71, APP transl inh -9 and STAT1 act 102.
CC1Cc2ccccc2N1C(=O)CNc1cccc(S(=O)(=O)N2CCCC2)c1 (stereo not drawn) was read as APP 5'UTR act 5, FLuc inh counter -5, Diaphorase act 0.9, Diaphorase inh 7, G6PDH counter -6, TLR4-MyD88 BLA -19, FLuc stim CS 1, NF-kB expr up 1.1, APP transl inh -5 and STAT1 act 104.
CCn1c(=O)cc(SCC(=O)N2CCCCC2)c2ccccc21 was read as APP 5'UTR act 9, FLuc inh counter -6, Diaphorase act 1, Diaphorase inh 3, G6PDH counter -2, TLR4-MyD88 BLA -4, FLuc stim CS 1.1, NF-kB expr up 1.5, APP transl inh -9 and STAT1 act 87.
Screening COc1cccc(-n2cnc3sc4c(c3c2=O)CCC4)c1 returned APP 5'UTR act 17, FLuc inh counter -3, Diaphorase act 0.8, Diaphorase inh 17, G6PDH counter 2, TLR4-MyD88 BLA -3, FLuc stim CS 1, NF-kB expr up 1.2, APP transl inh -17 and STAT1 act 102.
`C#CC1(NC(=O)NCCCC)CCCCC1` gave APP 5'UTR act 13, FLuc inh counter 8, Diaphorase act 1.1, Diaphorase inh -11, G6PDH counter 4, TLR4-MyD88 BLA 2, FLuc stim CS 0.9, NF-kB expr up 1, APP transl inh -13 and STAT1 act 97.
Screening CCOC(=O)CSc1nnc(NC(=O)c2cc([N+](=O)[O-])cc([N+](=O)[O-])c2)s1 returned APP 5'UTR act -25, FLuc inh counter -6, Diaphorase act 0.8, Diaphorase inh 24, G6PDH counter 10, TLR4-MyD88 BLA 3, FLuc stim CS 1.1, NF-kB expr up 0.94, APP transl inh 25 and STAT1 act 95.
For C=CCn1c(SCC(=O)c2ccc(Cl)cc2)nnc1-c1ccc2c(c1)OCO2 the results were APP 5'UTR act 1, FLuc inh counter 6, Diaphorase act 0.9, Diaphorase inh 13, G6PDH counter 4, TLR4-MyD88 BLA 4, FLuc stim CS 0.9, NF-kB expr up 1, APP transl inh -1 and STAT1 act 101.
For O=C(COC(=O)c1cccs1)NCc1ccccc1 the results were APP 5'UTR act 4, FLuc inh counter -4, Diaphorase act 0.8, Diaphorase inh 17, G6PDH counter 3, TLR4-MyD88 BLA -1, FLuc stim CS 1, NF-kB expr up 1, APP transl inh -4 and STAT1 act 103.
Oc1ccc(/C=N/Nc2ccccc2)cc1 was read as APP 5'UTR act -2, FLuc inh counter -2, Diaphorase act 0.8, Diaphorase inh 25, G6PDH counter -2, TLR4-MyD88 BLA -2, FLuc stim CS 1, NF-kB expr up 1.3, APP transl inh 2 and STAT1 act 90.
For CC(=O)N1CCc2cc(S(=O)(=O)NCCC(=O)NCCc3ccccc3)ccc21 the results were APP 5'UTR act 14, FLuc inh counter 1, Diaphorase act 1, Diaphorase inh -2, G6PDH counter 3, TLR4-MyD88 BLA 9, FLuc stim CS 1, NF-kB expr up 0.77, APP transl inh -14 and STAT1 act 96.
